Screening data: PubChem, several laboratories
14-3-3 Bad PPI: disrupts binding of bovine 14-3-3 zeta to phospho-Bad peptide; TR-FRET 14-3-3zeta/Dy647-pBad peptide displacement, 1 h; inhibition, % at 21.7 µM; actives 0.71% (n = 220,000);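 active means inhibition above about 70%, limit read from the data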;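 further: 0% = full 14-3-3 plus peptide FRET controls and 100% = background without 14-3-3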
Target sequence (P63103 whole entry, looked up): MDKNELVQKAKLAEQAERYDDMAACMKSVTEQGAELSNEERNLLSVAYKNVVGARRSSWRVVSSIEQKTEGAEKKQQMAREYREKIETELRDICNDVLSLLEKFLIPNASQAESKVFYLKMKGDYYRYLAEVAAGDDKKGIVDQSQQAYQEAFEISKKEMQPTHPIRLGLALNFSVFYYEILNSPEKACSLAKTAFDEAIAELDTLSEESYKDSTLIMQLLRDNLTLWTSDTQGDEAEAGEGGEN
Runt-SMMHC FRET: Runt domain-CBFb-SMMHC interaction inhibition | inhibition, % at 20 µM | Cerulean-Runt/Venus-CBFb-SMMHC FRET ratio 530/480, 1 h | actives 0.74% (n = 220,000) | Q01196+Q13951;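 active means mean inhibition across duplicate retests at 20 µM reaching about 50%, limit read from the data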;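 further: 0% = DMSO wells and 100% = wells with excess untagged CBFb-SMMHC; inhibitors lower the FRET ratio by blocking Runt binding to CBFb-SMMHC; some results filed as inactive read as strong as hits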
Hck-Nef inh: inhibitors of human Hck kinase activated by Nef; Recombinant Hck-YEEI plus Nef, Z-Lyte FRET kinase assay; inhibition, % at 20 µM; actives 0.68% (n = 220,000);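 active means Hck-Nef kinase inhibition above about 50%, limit read from the data; inactive means inhibition below that limit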;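 further: 0% = DMSO with Hck plus Nef and 100% = Hck alone without Nef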
Target sequence (P08631 whole entry, looked up): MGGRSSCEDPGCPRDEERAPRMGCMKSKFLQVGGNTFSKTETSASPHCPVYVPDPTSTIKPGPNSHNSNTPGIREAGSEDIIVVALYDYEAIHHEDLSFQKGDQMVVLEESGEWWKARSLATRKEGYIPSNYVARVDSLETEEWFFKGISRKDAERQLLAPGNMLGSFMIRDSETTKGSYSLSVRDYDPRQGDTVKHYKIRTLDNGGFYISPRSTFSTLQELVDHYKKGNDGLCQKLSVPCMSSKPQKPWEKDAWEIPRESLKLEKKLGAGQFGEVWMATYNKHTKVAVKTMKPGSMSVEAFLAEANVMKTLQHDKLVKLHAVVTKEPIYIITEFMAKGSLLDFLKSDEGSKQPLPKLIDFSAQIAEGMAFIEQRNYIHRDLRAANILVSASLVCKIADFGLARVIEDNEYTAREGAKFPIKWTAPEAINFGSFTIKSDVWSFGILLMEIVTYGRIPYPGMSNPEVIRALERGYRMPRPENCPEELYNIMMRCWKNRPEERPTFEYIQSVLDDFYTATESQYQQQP
thrombin 1536: blocks human thrombin protease activity. P00734. alpha-thrombin, Boc-VPR-AMC fluorogenic substrate cleavage. inhibition, % at 5 µM. actives 0.26% (n = 220,000). AID 1046;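 active means inhibition at or above 40%; inactive means inhibition below 40%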;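 further: 0% = enzyme with no compound and 100% = wells without enzyme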
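signal = AMC fluorescence, 355/460 nm | material = human alpha-thrombin enzyme | control set = enzyme without compound as high, wells lacking enzyme as low | times = reaction at room temperature | read-out basis = percent inhibition scaled between no-compound controls and no-enzyme blanks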
Wee1 stabilizer: human Wee1 degradation inhibition, primary screen; HeLa Luc-Wee1K328M stability, luciferase luminescence; 100% = proteasome inhibitor MG132 effect; actives 1.2% (n = 220,000); reporter increase, % at 5 µM; P30291;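 active means activation above the mean of all tested compounds plus 3 SD, set per screening run, cut at about 8.8% in these data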;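 further: cells exposed to compound for 20 h before luminescence read; 0% = DMSO alone and 100% = MG132 at 30 µM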
Runt-CBFb FRET: Runt domain-CBFb interaction inhibition; inhibition, % at 20 µM; AID 1496; actives 0.46% (n = 220,000); Cerulean-Runt/Venus-CBFb FRET ratio 530/480, 1 h; Q01196+Q13951;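 active means inhibition over about 50% at 20 µM in the single-dose screen, limit read from the data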;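 further: 0% = DMSO wells and 100% = excess unlabeled CBFb competitor control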
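Measured by: fluorescence energy transfer, 422 nm excitation, 530/480 nm emission; test system: Cerulean-tagged RUNX1 Runt domain (FRET donor) fusion protein; buffer or medium: Tris pH 7.5 buffer with BSA; compound: one dose, 20 µM compound, 1% DMSO; times: two 1 h room-temperature incubations shielded from light; benchmarks: unlabeled CBFb 5 µM, positive control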
hK5 inh: inhibitors of human kallikrein 5. Q9Y337. recombinant hK5, fluorogenic AMC substrate cleavage. inhibition, % at 5 µM. actives 0.59% (n = 210,000);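 active means inhibition of 40% or more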;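 further: 0% = enzyme controls without compound and 100% = no-enzyme blanks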
Target sequence (Q9Y337 67-293 limits assumed): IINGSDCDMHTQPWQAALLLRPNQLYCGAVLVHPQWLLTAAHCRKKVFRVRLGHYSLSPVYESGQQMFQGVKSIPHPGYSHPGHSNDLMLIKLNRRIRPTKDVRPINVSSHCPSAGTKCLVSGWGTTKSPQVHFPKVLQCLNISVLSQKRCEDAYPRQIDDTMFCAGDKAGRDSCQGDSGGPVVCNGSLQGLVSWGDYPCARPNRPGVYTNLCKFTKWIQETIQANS
FXIIa inh: inhibitors of human coagulation factor XIIa. AID 800. purified FXIIa, Boc-QGR-AMC fluorogenic substrate, 2 h. inhibition, % at 5 µM. actives 0.3% (n = 220,000). P00748; in the data active means inhibition above about 40%;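 further: 0% = enzyme with no compound and 100% = blank without enzyme; many of its hits are not listed in these tables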
FXIa inh 1536: factor XIa (human) inhibition. AID 798. inhibition, % at 5 µM. actives 0.14% (n = 220,000). purified FXIa, Boc-Glu-Ala-Arg-AMC fluorogenic substrate;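 active means inhibition of at least 40%; inactive means inhibition below 40%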;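 further: fluorescence of freed AMC excited at 355 nm; 0% = enzyme without compound and 100% = no enzyme blank; many of its hits are not listed in these tables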
* = called active by the depositor; . = no result given; [ ] = another dose, or the depositor's remark.

cpd	14-3-3 Bad PPI	Runt-SMMHC FRET	Hck-Nef inh	thrombin 1536	Wee1 stabilizer	Runt-CBFb FRET	hK5 inh	FXIIa inh	FXIa inh 1536	SMILES
1	34	0	-2	-4	-2	1	-12	14	3	COc1cc(CN2CCC(C(=O)N3CCN(c4ccccc4F)CC3)CC2)cc(OC)c1OC
2	-6	3	0	-4	4	1	-9	6	-4	O=C(NC1CC2CCCC(C1)N2C(=O)Nc1ccccc1)c1ccncc1 (stereo not drawn)
3	2	3	-1	0	1	0	8	12	-12	CCS(=O)(=O)N1CCCC(C(=O)NCCCOC(C)C)C1 (stereo not drawn)
4	-2	0	2	-1	-3	0	-15	7	-2	Cc1ccccc1CSc1nccn1-c1ccccc1
5	10	2	1	0	0	31	-8	10	5	Cc1ccc(C)c(OCC(=O)O/N=C(\N)c2ccccn2)c1
6	-10[fluorescence artefact?]	-6	-5	-17	-1	-4	-21	-3	-10	CCOC(=O)c1cc2sc(C)cc2n1CC(=O)NCCc1ccccc1
7	3[fluorescence artefact?]	-2	6	-8	-2	-2	-23	6	-6	Cc1cc(C)nc(NS(=O)(=O)c2ccc(NC(=O)NC3CCCCC3)cc2)n1
8	-6[fluorescence artefact?]	0	-6	-3	-2	-4	-6	7	-4	CC(C)(C)n1nnnc1C(c1cccnc1)N1CCN(c2ccccc2F)CC1 (stereo not drawn)
9	6	2	1	-16	-3	-4	-1	-19	-9	COC(=O)c1cc(OC)c(OC)cc1NC(=O)CN1C(=O)c2ccccc2C1=O
10	-7	0	0	-1	0	0	-28	7	-6	COc1cccc2c(C)nc(Nc3nc(CSc4nnc(C)s4)cc(=O)[nH]3)nc12
11	5	3	-15	-1	1	-3	-12	12	3	C/C(N)=C(/C#N)C(=O)CSc1nc2ccccc2c(=O)n1-c1ccccc1C
12	-11[fluorescence artefact?]	-1	-1	4	0	1	5	12	7	CC(C(=O)NCc1ccco1)n1cc(C(=O)c2ccco2)c2ccccc21 (stereo not drawn)
13	2	-4	20	-2	-2	0	-1	12	9	CC(C(=O)NCc1ccc(F)cc1)c1ccc([N+](=O)[O-])cc1 (stereo not drawn)
14	2	-3	-6	-4	1	5	4	2	0	COc1ccc(NC(=S)NC(C)c2ccncc2)cc1OC (stereo not drawn)
15	0	-3	20	-4	4	0	0	6	2	Cc1noc(C)c1COC(=O)/C=C/c1ccc(Cl)cc1
16	45[fluorescence artefact?]	-4	16	-4	0	-4	0	-10	-10	COc1ccc(CC(=O)Nc2ccc(-c3nnc(-c4ccccc4)o3)cc2)cc1
17	-7	-1	0	2	0	-2	-15	17	4	O=c1c2ccccc2c(-c2ccc(Br)cc2)nn1Cc1ccccc1
18	68[fluorescence artefact?]	2	1	-1	0	-2	-5	17	17	O=C(CN1CCN(c2ncccn2)CC1)NCCC1=CCCCC1
19	1	1	-44	15	0	-6	6	14	9	CCOCCCNC(=O)CSCc1nc(-c2ccc(SC)cc2)oc1C
20	1[fluorescence artefact?]	-7	1	0	-2	-4	-11	11	10	Cc1ccc(-c2noc(CSc3nnc(-c4ccncc4)n3-c3ccc(C)cc3)n2)cc1

Additional records
cpd	14-3-3 Bad PPI	Runt-SMMHC FRET	Hck-Nef inh	thrombin 1536	Wee1 stabilizer	Runt-CBFb FRET	hK5 inh	FXIIa inh	FXIa inh 1536	SMILES
21	18[fluorescence artefact?]	3	2	-4	-1	2	-61	3	15	COc1cc(Br)cc(/C=N/NC(=O)Cc2ccc(C(F)(F)F)cc2[N+](=O)[O-])c1O
22	11	1	30	6	5	0	8	12	10	CNC(=O)CSc1n[nH]c(-c2cc(Cl)ccc2OC)n1
23	-1	1	0	3	0	0	-6	7	-1	COc1ccc(-c2cc(CNC(=O)CCl)on2)cc1
24	-1	1	10	-6	-2	3	-23	0	-8	CCCOc1ccc(N2C(=O)C3ON(c4ccccc4)C(c4ccc(O)c(OC)c4)C3C2=O)cc1 (stereo not drawn)
25	-8	-3	1	-6	1	-5	-15	14	6	Cc1sc(NC(=O)/C=C/C(=O)O)c(C(N)=O)c1-c1ccc(C(C)(C)C)cc1
26	-23	3	7	-5	2	0	-16	0	1	CC1(C)CC(=O)C=C(NNC(=O)c2ccc(N)cc2)C1
27	13	-2	3	-5	-1	-2	-5	11	0	COc1ccc(CCn2c(C)ccc2C)cc1OC
28	-13	.	5	0	-4	.	-3	11	-4	CCOC(=O)Cc1csc(NC(NC(=O)OCC)(C(=O)OCC)C(F)(F)F)n1 (stereo not drawn)
29	-1	-1	2	-6	6	-2	17	2	-19	O=C(Cc1ccccc1)Nc1c(Cl)ccc2nsnc12
30	-5	0	-14	-3	5	2	0	9	-3	Nc1nn(-c2cccc(F)n2)cc1-c1ccc(Cl)cc1
31	-4	-4	-1	0	-1	1	-9	17	3	O=C(NCCCN1CCCC1=O)c1cccs1
32	-1	0	-3	2	0	1	0	7	2	Cc1c(Cl)ccc2sc(NC(=O)CN3C(=O)c4ccccc4C3=O)nc12
33	-3	2	17	-5	-1	-1	-5	1	-6	O=C(COC(=O)c1cc(=O)[nH]c2ccc(Br)cc12)c1ccccc1
34	-8	1	-3	-4	0	-2	-11	7	0	C=CCOC(=O)C1=C(C)NC(C)=C(C(=O)OCC=C)C1c1cn(-c2ccccc2)nc1-c1ccco1
35	-8	-1	18	-3	2	0	-14	2	-14	CCOC(=O)c1cc(C(=O)Nc2ccccc2F)nn1C
36	-1[fluorescence artefact?]	2	-9	-2	0	0	-10	9	-2	CC(C(=O)N1CCCc2ccccc21)N1C(=O)c2ccccc2C1=O (stereo not drawn)
37	0	0	24	5	1	-2	-5	0	-5	O=[N+]([O-])c1ccc(N2CCN(CCO)CC2)cc1Sc1ccccn1
38	-8	-5	17	-4	-4	-2	-5	4	-2	COC(=O)c1ccc(OC(=O)c2ccc(OC)cc2)c(OC)c1
39	-5	.	24	-9	3	.	-1	3	-6	Cc1ccc(NC(=O)CSc2n[nH]c(-c3ccco3)n2)cc1
40	.	2	1	2	-4	0	-9	9	2	COC(=O)C1=C(C)OC(N)=C(C#N)C1c1ccc(OC)c(CSc2ccccn2)c1 (stereo not drawn)

Going on with the list:
cpd	14-3-3 Bad PPI	Runt-SMMHC FRET	Hck-Nef inh	thrombin 1536	Wee1 stabilizer	Runt-CBFb FRET	hK5 inh	FXIIa inh	FXIa inh 1536	SMILES
41	-9	1	-1	5	1	2	5	11	4	Nc1cc(=O)[nH]n1C1CCN(c2ccccc2)CC1
42	-10[fluorescence artefact?]	-1	-1	-24	0	0	-30	-2	-5	CCOc1cc(S(=O)(=O)Nc2ccc(Cl)cn2)ccc1F
43	-8[fluorescence artefact?]	2	-1	-5	1	-1	1	10	-5	COc1ccccc1NC(=O)c1ccc2nc(N3C(=O)CCC3=O)sc2c1
44	-6	.	22	-14	-4	.	-7	3	-6	CNC(=O)C(=O)N/N=C/c1ccccn1
45	0	5	9	-2	-1	-3	-13	10	9	Cc1ccc(/C=C/C(=O)NC(C)c2ccccc2)cc1 (stereo not drawn)
46	9[fluorescence artefact?]	-5	-1	-5	1	-1	-7	10	-1	COc1cc2nc(C3CC3)n(NC(=O)c3ccc(F)cc3)c(=O)c2cc1OC
47	3	-2	12	4	-3	0	11	22	7	Cc1nc2ccc(NC(=O)c3ccc(S(=O)(=O)N(C)C)cc3)cc2s1
48	11	-2	2	-4	0	-2	1	10	-4	CCOc1ccc(C(=O)NCCCn2ccnc2)cc1
49	2	3	0	7	-1	-2	-9	18	4	CC(=O)OC(C(=O)NCCc1ccccc1)c1cccnc1 (stereo not drawn)
50	0	.	23	-8	25*	.	0	2	-4	O=C(Cn1nc(-c2ccccc2Cl)ccc1=O)Nc1ccccc1-c1ccccc1
51	0	4	-1	-4	-3	16	0	3	-4	CC(=O)Oc1cccc(N2C(=O)CC(Nc3ccc(N4CCOCC4)cc3)C2=O)c1 (stereo not drawn)
52	-15	0	22	0	-1	0	2	9	0	COc1ccc(C(=O)OCC(=O)N2CCCCC2)cc1[N+](=O)[O-]
53	-11	3	4	3	9.4*	0	-6	15	13	COC(=O)C(C)N1C(=O)S/C(=C/c2cc(C)n(C(C)C)c2C)C1=O (stereo not drawn)
54	1	1	-9	1	0	0	-17	5	-1	Cc1ccc(C(=O)CN(C(=O)c2ccc(Cl)cc2)N2C(=O)CCC2=O)cc1
55	3	-2	4	4	0	1	-12	26	13	O=C1CC(c2nc3ccccc3[nH]2)CN1c1ccccc1 (stereo not drawn)
56	-15	-1	1	-3	1	-2	3	5	-1	COC(=O)c1[nH]c(C)c(/C(O)=C2\C(=O)C(=O)N(CCN(C)C)C2c2ccccc2OC)c1C (stereo not drawn)
57	-4	-1	5	-1	-3	-1	.	11	0	O=C(c1cc2cc(Br)ccc2o1)N1CCOCC1
58	-13	2	0	-2	-1	1	-10	27	20	CCCCn1cc(C(C)(C)C)c(C#N)c1NC(C)=O
59	-1	4	-4	-4	-1	1	-4	1	-4	C/C(=N/N=C(/N)SCc1ccccc1)C(C)(C)C
60	-2	-1	2	-9	4	-1	-4	0	-2	CCOc1ccccc1C(C(=O)NCCOC)N(CCOC)C(=O)Cn1nnc2ccccc21 (stereo not drawn)

(cont.)
cpd	14-3-3 Bad PPI	Runt-SMMHC FRET	Hck-Nef inh	thrombin 1536	Wee1 stabilizer	Runt-CBFb FRET	hK5 inh	FXIIa inh	FXIa inh 1536	SMILES
61	-12	2	16	-6	1	0	1	5	0	COc1ccc(OCC(O)CN(C)C(=O)/C=C/c2cccc([N+](=O)[O-])c2)cc1 (stereo not drawn)
62	-1	0	-47	2	-2	2	-15	13	0	Cc1cc(=O)n(C)c2ccccc12
63	-3[fluorescence artefact?]	2	2	-5	-1	1	2	2	-5	Nc1nc(SCCN2C(=O)c3ccccc3C2=O)n[nH]1
64	6	-2	-1	-3	3	0	1	10	10	Fc1ccc(C(c2nnnn2C2CCCC2)N2CCN(Cc3ccccc3)CC2)cc1 (stereo not drawn)
65	-7	2	0	1	-1	-2	-6	6	2	CCNC(=O)O/N=C(\C)c1sc(-c2ccccc2)nc1C
66	-4	2	4	1	-1	-3	-5	3	-2	O=C1CC(c2ccccc2)CC(=O)N1c1ccccc1
67	10	-2	7	-3	1	-1	-5	6	2	COC(=O)c1ccccc1NC(=O)C1CCCC1
68	-2	-1	1	-8	-1	-1	-31	3	0	Cc1ccc(-c2cn(-c3ccc(SC(F)F)cc3)c3[n+]2CCC3)cc1
69	-13	-2	-1	-10	-1	-6	-16	10	5	CC1=NN(c2ccccc2)C(=O)/C1=C/c1ccc[nH]1
70	-2	1	-9	-1	0	-2	-8	4	-6	CCc1nnc(NS(=O)(=O)c2ccc(NC(=O)c3ccccc3C)cc2)s1
71	-10	-1	18	-14	2	3	-4	0	-5	Cc1ccccc1CSc1ccc2nnc(-c3ccccn3)n2n1
72	15	.	1	-5	0	69*	-34	9	3	Oc1ccc(N=Cc2ccc(-c3cccs3)s2)cc1
73	-11	3	1	-7	0	-1	-11	14	5	O=C(CCC(=O)Nc1cccc2ccccc12)N/N=C/c1ccco1

Outcome played no part in choosing rows. About 4.2% of those tested had a hit in this group.
